# LGR2 antag – inhibitors of bursicon-induced LGR2 CRE-luciferase signal, primary screen, cell-based, HEK293, CRE-luciferase reporter, bursicon stimulation. bursicon-stimulated, 4 h. inhibition, % at 9.99 µM. 380,000 tested, 0.35% active. AID 720647, 2013;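 active = drop in luminescence signal, shown as inhibition above about 50% in the replicate tests, limit read from the data, passing the limit was not always enough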;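 also: agonist challenge used bursicon conditioned medium at about half maximal strength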
# CASP6 VEID inh – human caspase-6 inhibitors, primary screen, biochemical, VEID-R110 fluorescence, single point, set 2; P55212; purified caspase-6, Z-VEID-R110 cleavage fluorescence; inhibition, % at 12.5 µM; 350,000 tested, 0.53% active;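 active = mean inhibition across replicates at least about 35%, with every replicate also reaching that limit, limit read from the data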;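 also: 0% = median of neutral control wells and 100% = no fluorescence left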
# Target sequence (P55212 24-179 limits assumed): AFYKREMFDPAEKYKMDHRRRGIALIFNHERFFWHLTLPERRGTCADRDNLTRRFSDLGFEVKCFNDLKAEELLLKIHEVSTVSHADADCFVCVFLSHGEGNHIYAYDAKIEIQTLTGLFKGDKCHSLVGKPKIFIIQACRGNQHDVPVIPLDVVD
# Target sequence (P55212 194-293 limits assumed): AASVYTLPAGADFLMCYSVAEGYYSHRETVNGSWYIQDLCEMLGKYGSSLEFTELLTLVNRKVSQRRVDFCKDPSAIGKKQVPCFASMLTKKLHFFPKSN
# Cneo AK release – Cryptococcus neoformans cell lysis inducers, primary screen, AK release luminescence, single concentration. 360,000 tested, 0.2% active. C. neoformans lysis, adenylate kinase release luminescence, 4 h; normalised: neutral wells 0, clomiphene wells 100. lysis activity, % at 15 µM;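 active = mean lysis activity across replicates of at least 80%, whatever share of replicates individually reach that level; inactive = mean lysis activity below 80%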
#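 Test system: log-phase Cryptococcus neoformans yeast cells; Quantity: yeast cell density of 5 × 10^6 cells/mL; Buffer or medium: YPD; Doses: single compound concentration per well; Timing: 4 h at 37 °C static, read 1 h later; Measured by: AK luminescence; Read-out basis: lysis from increased AK signal; Control set: Clomiphene as positive control.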
# miR-122 sensor – miR-122 Renilla sensor signal increase in Huh7, primary screen, miR-122 inhibitor project, cell-based, single point, plate reader; Huh7 miR-122 Renilla luciferase sensor, 48 h; neutral wells = 0, positive control = 100; activation (reporter increase), % at 12.5 µM; 340,000 tested, 0.3% active; AID 602342, 2012;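 active = mean replicate activation score at least 90 and every replicate individually at or above 90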;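 also: higher luciferase means less miR-122 activity so hits act as miR-122 inhibitors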
# FN deposition inh – inhibitors of fibronectin matrix deposition, primary screen, AH1F cells, Alexa488-fibronectin fluorescence, plate reader | AH1F fibroblasts, overnight | inhibition, % at 12.6 µM | 350,000 tested, 0.086% active | AID 743247, 2014;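 active = mean inhibition across replicates of 30% or more, regardless of how many single replicates reach that level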;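 also: positive control wells lacked labelled fibronectin entirely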
#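 Measured by – fluorescence 485/525 nm · System – AH1F fibroblast monolayer, labelled fibronectin deposition · Amount – 10000 cells per well · Buffer or medium – serum-reduced DMEM (2% serum) · Doses – single dose, pinned · Also added – fluorescent fibronectin at 24 nM final · Schedule – 1 h cell attachment, overnight exposure to compound and label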
# EWS-Fli block – EWS/Fli-driven NR0B1 reporter inhibitors, primary screen, A673 cells, NR0B1 luciferase, luminescence, MLPCN library; viability-normalised; inhibition, % at 12.6 µM; 350,000 tested, 0.67% active; AID 651661, 2012;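 active = mean inhibition of at least 50% after viability correction, with every replicate also passing that limit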;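 also: firefly luciferase signal divided by Alamar Blue viability fluorescence both relative to DMSO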
# PAX8 reporter – inhibitors of PAX8-driven TPO luciferase reporter, primary screen, RMG-I cells, single concentration; SteadyGlo, 24 h; inhibition, % at 12.6 µM; 360,000 tested, 1.2% active; AID 652154, 2013;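 active = mean replicate inhibition at least 60% with every replicate also reaching 60%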;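 also: luciferase light reporting Pax8 driven TPO promoter activity; plate controls were median of neutral control wells for no effect and mitoxantrone controls for full effect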
# PGC1a acetyl inh – inhibitors of PGC1a acetylation signal, primary screen, cell-based, U2OS, AlphaScreen, inhibitor mode; 350,000 tested, 0.17% active; AlphaScreen anti-acetyl-lysine; with virally co-expressed GCN5 acetyltransferase; inhibition, % at 15.6 µM;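 active = every replicate shows inhibition of at least 40%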;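 also: 0% = neutral control wells and 100% = positive control wells; some results beyond the cut were filed as inactive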
# * = called active by the depositor; . = no result given; & = joins results of further samples; [ ] = remark or other dose.
SMILES,LGR2 antag,CASP6 VEID inh,Cneo AK release,miR-122 sensor,FN deposition inh,EWS-Fli block,PAX8 reporter,PGC1a acetyl inh
CO[C@H]1CN(C)C(=O)c2cc(NC(=O)C3CC3)ccc2OC[C@@H](C)N(C(=O)c2ccccc2)C[C@H]1C,-5,0,-10,.,-2,-9,0,-7
O=C(C[C@H]1CC[C@H]2[C@@H](COC[C@@H](O)CN2C(=O)Nc2ccc(C(F)(F)F)cc2)O1)NCC1CCCCC1,6,2,-2,-5[16.7 µM],-8,.,.,-4
Cc1ccc(OCc2nnc(SCC(=O)O)n2-c2ccccc2)cc1,.,2,0,5,-6,-25,-21,0
Cc1ccc(C2(C)NC(=O)N(CC(=O)N(Cc3ccccc3)C(C)(C)C)C2=O)cc1 (configuration not stated),-3,3,-2,2,10,6,-33,0
COc1ccccc1C(CNC(=O)C(C)(C)Oc1ccc(Cl)cc1)N1CCCC1 (configuration not stated),7,-5,.,.,10,-7,17,.
CCc1ccc(-c2cc3c(=O)n(CC(=O)NCCCN4CCN(Cc5ccccc5)CC4)nc(C)n3n2)cc1,-7,-22,0,-3,6,.,0,-8
COc1ccc(S(=O)(=O)c2nnn(-c3ccccc3Cl)c2N)cc1,12,0,.,.,4,14,9,.
CN1/C(=C\C(=O)COC(=O)c2ccccc2O)C(C)(C)c2ccccc21,-31,-1,-1,.,1,25,-10,-2
O=[N+]([O-])CC(c1ccccc1)c1c[nH]c2ccccc12 (configuration not stated),6,5,-3,10,9,37,31,-3
COc1ccccc1NC(=O)N(C)C[C@@H]1Oc2ncc(Br)cc2C(=O)N([C@@H](C)CO)C[C@@H]1C,-5,0,45,2[16.7 µM],.,-11,.,-8
COc1cc(NS(=O)(=O)c2ccc(NC(=O)/C=C/C(=O)O)cc2)nc(OC)n1,1,1,-2,-11,-10,-1,-10,4
CC(C)=CC(=O)NCCc1ccccc1,.,.,1,0,-1,.,.,-8
Cc1ccc(N(CC(=O)Nc2c(C)cccc2C)S(C)(=O)=O)cc1,-4,-7,1,-4,2,3,-4,-2
COc1ccc(N2CCN(c3oc(COc4ccccc4)nc3C#N)CC2)cc1,.,.,-1,-5,-10,.,.,-15
OC(c1cccc(F)c1)c1ncc(-c2ccc3ccccc3c2)[nH]1 (configuration not stated),-68,2,0,5,1,-102,-118,7
CO[C@H]1CN(C)C(=O)c2cc(NC(=O)c3cc(C)on3)ccc2OC[C@@H](C)N(C)C[C@H]1C,-27,0,4,-9[16.7 µM],.,-1,0,5
Cc1c(C)n(CC(O)CN2C(=O)c3ccccc3S2(=O)=O)c2ccccc12 (configuration not stated),.,.,-17,-12,-2,.,18,12
CCC(=O)C1CCCN(C(=O)c2ccc(OC3CCN(C(=O)CCOC)CC3)cc2)C1 (configuration not stated),2,2,0,12,.,.,16,-1
C/C(=N\Nc1ccc(C(F)(F)F)cn1)c1ccc(S(=O)(=O)NCc2ccco2)cc1,-7,.,.,-12,-2,.,26,.
Cc1ccc(OCc2nc(C#N)c(N3CCCCC3)o2)cc1,-6,2,.,.,-6,-12,-14,.
CC(C)OCC(O)CN1CCN(CC(O)COc2ccc3c(c2)OCO3)CC1 (configuration not stated),.,.,0,1,-7,.,4,0
COc1ccccc1N1CCN(S(=O)(=O)CCNC(=O)COc2ccccc2)CC1,-18,2,-3,-4,-8,-19,-4,1
COC(=O)C1=NN(c2ccc(C)cc2)C2C(=O)N(c3ccccc3OC)C(=O)C12 (configuration not stated),-15,1,0,10,-18,14,-7,8
Cc1ccn2c(CNCCCn3cccn3)c(C(=O)N3CCCCCC3)nc2c1,5,2,.,.,-8,7,4,-6
CC(C)C(c1nnnn1C1CCCC1)N1c2ccccc2CC1C (configuration not stated),.,.,-1,16,.,.,-14,-22
C(=C\c1ccccc1)/CN1CCN(C(c2cccs2)c2nnnn2C2CCCC2)CC1 (configuration not stated),7,0,44,5,.,4,-20,6
Cc1ccc(/C(O)=C2\C(=O)C(=O)N(CCc3c[nH]c4ccccc34)C2c2cccnc2)cc1 (configuration not stated),-8,-3,3,5,1,11,-8,8
COc1ccc(C(=O)NC(=S)Nc2cccc(NC(=O)c3ccco3)c2)cc1[N+](=O)[O-],-3,.,12,5,.,.,-11,.
CC(C)(C)c1ccc(C(=O)Nc2ccc(C(=O)NCc3cccnc3)cc2)cc1,3,-4,0,13,6,-29,1,-101
Cc1cc(C)c(NC(=O)Nc2ccc3c(c2)OCO3)c(C)c1,17,-1,-6,3,.,.,-61,8
CCn1nc(C)cc1C(=O)N1CCCC(N2CCN(c3cccc(Cl)c3)CC2)C1 (configuration not stated),10,2,-2,-3,.,.,24,.
C[C@@H]1CN([C@H](C)CO)C(=O)c2cc(C#CC(C)(C)O)cnc2O[C@@H]1CN(C)C(=O)C1CC1,-3&-5,2&-4&-2,2&-3&-11,-1,6&0,9&-10&-11,2,1&0
COc1ccc(S(=O)(=O)CCC(=O)Nc2c(C)cccc2C)cc1,-11,8,0,-5,6,2,11,4
O=C(Nc1ccc(OCC(=O)N2CCOCC2)cc1)c1cc(F)c(F)cc1Cl,-7,1,-12,-1,0,-12,-9,2
N#Cc1cccc(-c2ccc3c(c2)[C@@H]2[C@@H](CCN2C(=O)c2ccncc2)[C@@H](CO)N3)c1,-24,3,3,19[16.7 µM],20,5,-60,17
CC(=O)c1c(OCC(=O)N(C)C2CCCCC2)ccc2c(C)cc(=O)oc12,-3,0,2,0,7,5,1,5
O=CNC(n1cnc2c(N3CCOCC3)ncnc21)C(Cl)(Cl)Cl (configuration not stated),0,-2,0,-7,-20,4,-15,-9
CC(OC(=O)c1nc(Cl)ccc1Cl)C(=O)NCc1ccccc1 (configuration not stated),-8,0,0,-6,-6,-5,-2,.
C[C@@]12C(=O)N(CCc3c[nH]c4ccccc34)CC(=O)N1[C@H]1c3ccccc3OC[C@@H]1[C@@H]2c1ccccc1,-33,0,4,-4,0,21,-2,.
Cc1ccc(N2CC(C(=O)OCC(=O)c3ccc[nH]3)CC2=O)cc1 (configuration not stated),-10,2,0,-14,0,3,-13,.
CSCCC1C(=O)OC2(C)CC(C)(C)NC(=S)N12 (configuration not stated),.,.,-1,-3,-8,.,-10,.
O=C(NC[C@H]1[C@@H](c2ccccc2)[C@@H](CO)N1CC1CCCC1)c1cccnc1,24,.,0,0[16.7 µM],.,2,7,1
CC[C@]12c3[nH]c4cc(-c5ccco5)ccc4c3CCN1C(=O)[C@@H](CC(=O)NCCCOC)C[C@@H]2C(=O)N1CCN(C(=O)C2CC2)CC1,-5,1,0,.,8,0,-1,.
Cc1ccc(OCC(=O)Nc2cccnc2Cl)cc1C,-38,-1,.,1,-10,-6,15,-8
Fc1ccc(CSc2ncnc3c2oc2ccccc23)cc1,-1,.,.,.,3,-3,-12,.
N/C(=N\OC(=O)c1ccccc1F)c1cccc([N+](=O)[O-])c1,.,-2,-5,-1,-2,-61,-97,-11
O=C(CSCc1ccc(Cl)cc1)Nc1nccs1,2,-4,4,6,.,-10,.,-11
CC1=C/C(=N\NC(=S)Nc2cccnc2)CC(C)(C)C1,-6,-4,0,-9,0,29,12,7

# Some of these compounds in order of SMILES length, lowest first.
SMILES,LGR2 antag,CASP6 VEID inh,Cneo AK release,miR-122 sensor,FN deposition inh,EWS-Fli block,PAX8 reporter,PGC1a acetyl inh
CC1=C/C(=N\NC(=S)Nc2cccnc2)CC(C)(C)C1,-6,-4,0,-9,0,29,12,7
CC(OC(=O)c1nc(Cl)ccc1Cl)C(=O)NCc1ccccc1 (configuration not stated),-8,0,0,-6,-6,-5,-2,.
O=CNC(n1cnc2c(N3CCOCC3)ncnc21)C(Cl)(Cl)Cl (configuration not stated),0,-2,0,-7,-20,4,-15,-9
Cc1ccc(N2CC(C(=O)OCC(=O)c3ccc[nH]3)CC2=O)cc1 (configuration not stated),-10,2,0,-14,0,3,-13,.
N/C(=N\OC(=O)c1ccccc1F)c1cccc([N+](=O)[O-])c1,.,-2,-5,-1,-2,-61,-97,-11
C[C@@]12C(=O)N(CCc3c[nH]c4ccccc34)CC(=O)N1[C@H]1c3ccccc3OC[C@@H]1[C@@H]2c1ccccc1,-33,0,4,-4,0,21,-2,.
CC[C@]12c3[nH]c4cc(-c5ccco5)ccc4c3CCN1C(=O)[C@@H](CC(=O)NCCCOC)C[C@@H]2C(=O)N1CCN(C(=O)C2CC2)CC1,-5,1,0,.,8,0,-1,.

# Next results follow:
SMILES,LGR2 antag,CASP6 VEID inh,Cneo AK release,miR-122 sensor,FN deposition inh,EWS-Fli block,PAX8 reporter,PGC1a acetyl inh
CC(C)(C)c1ccc(C(=O)NCC(=O)OCC(=O)NC(=O)NC2CCCC2)cc1,12,0,-4,-11,-1,-5,-9,7
O=C(NC1CCCC1)C1CCN(S(=O)(=O)N2CCCCC2)CC1,2,.,-3,-2,-1,.,.,4
C[C@H]1CN([C@@H](C)CO)C(=O)c2c(c3ccccc3n2C)-c2ccccc2CO[C@@H]1CN(C)C(=O)CCN(C)C,-19,-2,-2,.,-3,-8,8,-26
COc1ccc2c3c([nH]c2c1)[C@H](CO)N(C(=O)Nc1ccc(F)cc1)CC31CCN(C(=O)Nc2c(C)noc2C)CC1,-2,1,.,.,.,-1,.,-9
O=C(Cc1ccccn1)N1CC(=O)N2[C@@H](CO)[C@@H](c3ccc(C#CC4CCCCC4)cc3)[C@@H]2C1,6,-1,.,.,1,-2,17,-6
C[C@@H]1CCCCO[C@H](CN(C)S(=O)(=O)c2ccccc2)[C@H](C)CN([C@@H](C)CO)C(=O)c2cc(NC(=O)Nc3ccc(C(F)(F)F)cc3)ccc2O1,25,3,5,1[16.7 µM],0,3,64*,3
CC(=O)NC1C(=O)N=C(SC(C)C(=O)Nc2cccc(Cl)c2)NC1=O (configuration not stated),8,10,.,.,.,1,11,-4
COc1ccc(N2C(=O)CC(N3CCN(c4nc5ccccc5s4)CC3)C2=O)cc1 (configuration not stated),14,0,-2,-1,-6,.,.,.
CCc1cccc(CC)c1NC(=S)NCCc1c(C)[nH]c2ccccc12,18,-4,9,14,-5,5,12,-19
Cc1cc(C(=O)Nc2cccc([N+](=O)[O-])c2)c(C)o1,6,-2,-1,-1,10,-22,-1,3
O=C1c2ccccc2C(Nc2ccc(Cl)cn2)N1Cc1ccccc1 (configuration not stated),.,0,20,.,2,2,1,.
O=C(CCCCCNc1nc(=S)[nH]c2ccccc12)N1CCN(c2ccccn2)CC1,.,.,0,-5,-1,.,.,-24
CCn1ccc(C(=O)NC2=C(C#N)CCC2)n1,.,.,4,-10,-7,.,-34,-7
CCC1(CC)NC(=O)N(Cc2nc3ccccc3s2)C1=O,-44,-5,.,.,0,-7,0,2
Cc1ccc(CNS(=O)(=O)c2ccc(F)c(F)c2)n1C,0,4,6,-5,9,6,11,-3
Cn1c(NC(=O)/C=C\c2ccccc2)cc(=O)n(C)c1=O,-65,-1,.,-10,-16,-74,-17,-1
COCCCn1cc(CN2CC(N(C)C)CS2(=O)=O)nn1 (configuration not stated),1,0,.,.,-2,-2,3,.
O=C(c1nc2ccc(Cl)cn2c1CNCCc1cnccn1)N1CCCCCCC1,1,2,-2,-3,-11,.,.,.
COc1ccccc1/C=C/C(=O)NNC(=O)c1cccs1,-4,2,.,.,-4,-23,-33,7
